# High-throughput results from PubChem.
# BoNT A protease: BoNT A light chain protease inhibition | inhibition, % at 10 µM | multiplex microsphere protease substrate cleavage, flow cytometry | hit rate 0.17% among 360,000 | AID 588499; note: plate controls were buffer without enzyme for full effect and enzyme alone for no effect
# Mtb UGM inh: Mtb UDP-galactopyranose mutase inhibition; purified UGM, fluorescence polarization probe displacement; inhibition, % at 10 µM; P9WIQ1; hit rate 0.06% among 320,000; AID 504406; in the data active = inhibition above about 10%, passing the limit was not always enough; inconclusive = no clear call, values can overlap the other calls
# Mtb BioA inh: BioA (M. tuberculosis) enzyme inhibition | purified M. tuberculosis BioA enzyme, plate reader | inhibition, % at 9.99 µM | hit rate 0.096% among 360,000 | AID 602481; in the data active = inhibition above about 40%; inconclusive = no clear call, values can overlap the other calls
# Anthrax LF prot: inhibitors of Bacillus anthracis lethal factor protease. P15917. AID 588501. multiplex microsphere protease cleavage assay, LF. inhibition, % at 10 µM. hit rate 0.12% among 360,000; note: plate controls were buffer without enzyme for full effect and enzyme alone for no effect
# Target sequence (P15917 whole entry, looked up): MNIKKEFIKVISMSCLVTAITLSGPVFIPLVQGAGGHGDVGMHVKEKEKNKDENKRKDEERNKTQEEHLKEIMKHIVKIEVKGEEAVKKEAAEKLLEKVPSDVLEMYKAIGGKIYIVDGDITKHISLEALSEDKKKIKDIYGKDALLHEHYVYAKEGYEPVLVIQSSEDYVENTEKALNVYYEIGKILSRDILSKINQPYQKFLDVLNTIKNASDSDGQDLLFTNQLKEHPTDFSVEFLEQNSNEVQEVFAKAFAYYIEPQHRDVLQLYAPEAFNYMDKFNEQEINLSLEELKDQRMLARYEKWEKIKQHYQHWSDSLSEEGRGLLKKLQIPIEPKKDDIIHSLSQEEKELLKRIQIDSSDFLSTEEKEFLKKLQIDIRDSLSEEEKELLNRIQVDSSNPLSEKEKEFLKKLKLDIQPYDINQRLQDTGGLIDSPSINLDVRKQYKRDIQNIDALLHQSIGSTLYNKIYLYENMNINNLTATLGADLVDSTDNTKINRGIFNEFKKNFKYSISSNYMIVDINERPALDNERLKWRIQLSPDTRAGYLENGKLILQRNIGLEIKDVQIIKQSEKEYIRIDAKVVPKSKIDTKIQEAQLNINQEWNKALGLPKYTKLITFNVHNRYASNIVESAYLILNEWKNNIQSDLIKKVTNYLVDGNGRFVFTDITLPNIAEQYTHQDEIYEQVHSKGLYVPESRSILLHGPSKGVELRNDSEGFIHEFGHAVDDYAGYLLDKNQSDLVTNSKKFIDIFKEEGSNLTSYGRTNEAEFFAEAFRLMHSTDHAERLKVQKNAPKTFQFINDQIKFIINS
# BoNT F protease: BoNT F light chain protease inhibition; hit rate 0.22% among 360,000; inhibition, % at 10 µM; Multiplex microsphere protease cleavage assay, flow cytometry; in the data active = inhibition above about 35%, passing the limit was not always enough; inconclusive = no clear call, values can overlap the other calls; note: plate controls were buffer without enzyme for full effect and enzyme alone for no effect
# GDH-TPI inh: counter-screen for M. tuberculosis FBA inhibitors: GDH-TPI coupled enzymes; GDH-TPI coupled enzyme counterscreen, NADH absorbance; inhibition, % at 4.8 µM; hit rate 1.2% among 360,000; AID 588335; in the data active = inhibition above about 30%;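 note: 0% = DMSO wells and 100% = wells lacking the enzyme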
# FadD28 FP inh: M. tuberculosis FadD28 bisubstrate binding inhibition. FadD28 bisubstrate probe binding, fluorescence polarization. inhibition, % at 12.5 µM. hit rate 0.22% among 360,000; in the data active = inhibition above about 8.5%, passing the limit was not always enough; inconclusive = no clear call, values can overlap the other calls
# Mtb FBA inh: inhibitors of M. tuberculosis fructose-bisphosphate aldolase. inhibition, % at 1 µM. hit rate 2.3% among 360,000. P9WQA3. AID 588726. purified M. tuberculosis FBA, fluorescence read-out; in the data active = inhibition above about 27%;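 note: 0% = vehicle and 100% = reference inhibitor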
# Target sequence (P9WQA3 whole entry, looked up): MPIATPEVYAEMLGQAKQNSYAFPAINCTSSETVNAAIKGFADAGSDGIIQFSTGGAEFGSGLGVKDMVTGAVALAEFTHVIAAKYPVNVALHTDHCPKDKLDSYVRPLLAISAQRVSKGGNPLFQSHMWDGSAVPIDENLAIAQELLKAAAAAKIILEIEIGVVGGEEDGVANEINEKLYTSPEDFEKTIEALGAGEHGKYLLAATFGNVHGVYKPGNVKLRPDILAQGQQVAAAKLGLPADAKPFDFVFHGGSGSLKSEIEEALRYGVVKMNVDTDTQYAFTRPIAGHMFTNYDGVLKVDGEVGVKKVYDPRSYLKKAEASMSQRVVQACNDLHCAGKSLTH
# PfHsp40 rescue: rescue of PfHsp40-mediated yeast toxicity; growth rescue, % at 12.5 µM; S. cerevisiae expressing PfHsp40, growth rescue, ATP luminescence; hit rate 0.68% among 340,000; in the data active = growth rescue above about 28%, passing the limit was not always enough; inconclusive = no clear call, values can overlap the other calls;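 note: yeast W303a lacking pdr1 and pdr3 grown in galactose medium; growth measured after three days at 30 °C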
# An asterisk follows results filed as active; ? = inconclusive; nt = not tested or not shown; & = joins results of further samples. Cut-off read from the data, not from the text of the source, unless noted: active = inhibition above about 30%; inconclusive = no clear call, values can overlap the other calls; inactive = below that. An unsorted share of the library; 4.7% or so of the library scored in one or more.
SMILES,BoNT A protease,Mtb UGM inh,Mtb BioA inh,Anthrax LF prot,BoNT F protease,GDH-TPI inh,FadD28 FP inh,Mtb FBA inh,PfHsp40 rescue
NC(=O)CN1C(=O)NC2(CCCc3ccccc32)C1=O (configuration not stated),-1.0,-0.4,-1.4,-3,2,-2,-5.1,-1,0.7
COc1ccccc1N1CCN(CCCCCCOc2ccc(F)cc2)CC1,0.8,-0.9,nt,-2,-17,5,-1.0,-2,0.4
CC1(C)CC(=O)C(C=NCCc2ccc(O)cc2)=C(O)C1,-0.4,-1.0,-0.7,-7,0,-8,-3.3,1,0.7
Cc1cccc(-n2cc(CN3CCN(c4ccccn4)CC3)c(-c3cccc(F)c3)n2)c1,0.1,-1.8,nt,-3,-4,2,-0.5,-1,3.5
CCC(=O)c1ccc(OCC(O)CN2CCN(S(=O)(=O)c3ccc(NC(C)=O)cc3)CC2)cc1 (configuration not stated),-1.3,-0.3,0.5,2,2,9,-1.5,0,8.0
COc1ccc(OC)c(/C=N\Nc2nccs2)c1,0.6,1.4,-1.6,-6,5,5,1.3,9,0.6
CCCc1c(C(=O)N/N=C/c2c[nH]c3ccccc23)nnn1-c1nonc1N,-0.2,nt,-0.3,-2,5,30,-3.0,-4,nt
COc1nc(N)c(S(=O)(=O)c2ccccc2C)cc1C#N,8.7,-0.1,3.9,-6,10,6,-2.5,1,-1.1
CCOC(=O)c1sc2ncnc(Nc3cccc(C(=O)O)c3)c2c1C,-2.0,2.1,-1.3,-12,14,10,-1.4,0,-1.1
O=C(CSc1ccc(-c2cccs2)nn1)c1cccs1,1.3,-1.3,nt,-2,-7,-2,-4.6,-5,0.1
O=C(NCC1c2ccccc2CCN1C(=O)CN1C(=O)c2ccccc2C1=O)C1CCCCC1 (configuration not stated),0.1,-0.7,-0.4,0,-1,-1,-0.9,3,-0.2
CCOc1ccc(S(=O)(=O)N/N=C(\C)c2ccc(Cl)c(Cl)c2Cl)cc1,-0.6,1.6,-0.7,-3,-2,11,0.1,-4,1.3
COc1ccc(NC(=O)Cn2nnc(C(=O)NCc3ccco3)c2N)c(OC)c1,2.7,2.7,nt,9,16,-3,-0.4,2,-1.0
COc1cccc(-c2cc(CNC(=O)[C@H]3O[C@@H](n4ccc(N)nc4=O)[C@H](O)[C@@H]3O)no2)c1,-0.1,nt,-1.1,3,0,nt,-1.1,5,nt
CCOc1ccc(-n2c(-c3ccc(Cl)cc3)c[n+]3c2SCC3)cc1,-0.3,-2.4,nt,-1,0,2,-3.2,-2,0.1
COc1ccc(CNC(=O)C(c2ccncc2)N(C(=O)Cc2cccs2)c2ccc(C)cc2)cc1 (configuration not stated),0.6,-0.7,1.5,-1,-2,-4,-3.1,2,-0.3
O=C(/C=C/c1ccc2ccccc2n1)N1CCN(S(=O)(=O)c2ccc(F)cc2)CC1,1.1,-1.1,nt,2,-2,0,-0.9,4,-0.7
O=C(Nc1ccc(S(=O)(=O)NCc2ccccc2)cc1)C1CCCCC1,nt,0.6,-0.4,nt,nt,8,-1.8,2,-2.3
CC1(C(=O)N(CC(=O)NC2CCCC2)Cc2ccc(Cl)cc2)CC(=O)N=C2C=CC=CN21 (configuration not stated),-1.0,-1.9,-1.2,3,-5,10,0.1,89*,-0.5
CC(C(=O)N1CCOCC1)c1ccccc1 (configuration not stated),-0.5,2.6,-1.1,-1,-3,-2,-0.1,0,?
CC[C@H](C)/C=C/C1=CC2=C(Cl)C(=O)[C@@]3(C)OC(=O)C(C(=O)[C@H](C)[C@@H](C)O)=C3C2=CO1,1.4,-0.8,1.7,-12,-12,16,?,8,?
C[C@@H]1CCC2[C@](C)(CO)[C@@H](O)CC[C@]2(C)[C@@]12CC[C@@](CO)(CC(=O)O)O2 (some centres not stated),-0.5,2.7,0.7,-15,-15,5,-3.5,4,-1.2
CCOC(=O)c1c(Cl)c(C)nn1-c1nc(OC)cc(OC)n1,-1.0,2.7,nt,-1,-1,6,-0.1,2,0.3
O=C1Nc2ccc(S(=O)(=O)NCC3CCCO3)c3cccc1c23 (configuration not stated),0.9,-0.1,nt,-4,0,3,0.2,50*,-1.9
COc1ccc(C(=O)c2ccc(CC#N)s2)cc1,2.1,0.0,0.5,1,9,11,-0.6,13,-0.3
Cc1cccc(OCC(=O)N(C)c2c(N)n(Cc3ccccc3)c(=O)[nH]c2=O)c1C,-1.7,-1.7,-5.5,-2,-3,7,0.7,2,-0.7
O=C(CCN1CCN(Cc2ccccc2)CC1)Nc1ccc(OCc2ccccc2)cc1,-2.1,3.6,-1.8,-4,-4,13,-0.4,-2,1.2
O=C(COC(=O)/C=C/c1ccccc1)NCc1cccs1,1.7,2.0,-1.0,-3,-1,5,-2.3,-1,-1.1
CC(=O)NC(c1cccc(F)c1)c1nc(-c2ccoc2)cs1 (configuration not stated),-0.7,nt,0.7,-3,1,3,-0.6,-1,nt
CCc1ccc(OC2(C)CCN(Cc3ccc4c(c3)OCCO4)C2)cc1 (configuration not stated),-0.1,nt,-0.8,-7,3,-4,-2.8,0,nt
COc1ccc(CCc2nnc(CCC(=O)N(C)Cc3ccncc3C)o2)cc1,-0.9,2.5,nt,1,-3,-10,-4.6,-1,-0.5
COCCN(CCOC)Cc1cc(=O)oc2cc3c(cc12)CCC3,0.4,-0.4,2.5,18,4,17,-2.1,6,0.6
CCC(C)[C@@H]1NC(=O)N(CCCN2CCCC2=O)C1=O (some centres not stated),1.7,-0.8,-0.2,-7,-4,10,0.7,1,-0.7
COc1ccc(-c2cc(C#N)nc(Oc3ccc(Cl)cc3)n2)cc1,0.5,-0.1,nt,-2,0,3,0.3,2,0.8
Cc1ccc(NC(=O)C2CCN(S(=O)(=O)c3ccc(Cl)c(C(F)(F)F)c3)CC2)nc1,1.5,0.7,-1.3,-2,20,7,-2.6,0,-0.3
COC(=O)c1[nH]c(C)c(/C(O)=C2\C(=O)C(=O)N(CCN3CCOCC3)C2c2ccccc2OC)c1C (configuration not stated),0.0,-2.9,-2.3,-9,-6,8,-4.2,2,0.4
COc1cc(C(=O)NCCOc2ccccc2C)c(Br)c(OC)c1OC,-1.8,1.5,nt,-2,-10,-4,-0.9,1,-0.1
O=C(NC1CC1)C1=C[C@@H](c2ccccc2)C[C@@H](OCc2ccc(CO)cc2)O1,-0.2,-1.3,0.2,-4,-7,0,-1.2,-1,-0.9
O=C(CSc1nnc(-c2ccco2)n1Cc1ccco1)Nc1ccccc1,0.5,-0.6,5.5,-3,-2,8,-1.2,-7,-1.3
Cc1ccc2c(CC(=O)NCc3ccco3)coc2c1C,-1.1,0.9,-1.3,-10,-3,3,0.6,1,0.0
CC1CCN(CC(O)Cn2c3ccccc3c3ccccc32)CC1 (configuration not stated),-4.6,-0.7,0.4,-14,?,-14,-4.6,-3,-0.7
Cc1csc(SCC(=O)NC2CCS(=O)(=O)C2)n1 (configuration not stated),0.5,0.1,-0.6,7,7,12,-0.7,4,6.7
Cc1ccc(Sc2ncccc2C(=O)O)cc1C,-0.9,1.3,nt,-1,3,-3,-2.3,-1,0.0
COc1ccc(NC(=O)c2ccc(CNc3c(NC4CCCCC4)c(=O)c3=O)cc2)cc1OC,0.8&-0.5,2.4,-0.7&-1.6,1&-6,-12&-14,9&4,0.0&-1.2,0&0,-0.4&-0.1
CCOC(=O)N1CCN(C(=O)Nc2ccc(Cl)cc2)CC1,0.3,6.8,8.7,-2,4,-1,-2.5,-4,-0.1
c1ccc(-c2csc(-c3ccc(-c4csnn4)cc3)n2)cc1,?,-1.3,nt,0,?,0,-1.1,-4,-0.6
O=C(CN1C(=O)S/C(=C\c2ccc(F)cc2)C1=O)NCCCn1ccnc1,0.4,0.7,-0.2,2,2,14,-3.5,1,0.3
CN1c2ccc(Cl)cc2C(=O)NC1C1CC=CCC1 (configuration not stated),-3.8,1.2,14,-11,?,2,1.0,5,-0.4
COc1ccc(CCNC(=O)CN2C(=O)NC3(CCCCC3C)C2=O)cc1 (configuration not stated),0.3,-4.0,-2.5,5,-4,0,-0.5,2,-0.3
CC(C)CN(C(=O)COC(=O)Cc1c[nH]c2ccccc12)c1c(N)n(Cc2ccccc2)c(=O)[nH]c1=O,1.2,0.0,2.0,1,4,6,-2.3,6,-2.4
CNCCc1nc(N)n[nH]1,-0.6,0.5,0.1,1,-10,5,0.1,5,1.2
Cc1cc(C)n(-c2nc(Nc3ccccc3)nc(-n3nc(C)cc3C)n2)n1,-2.1,1.9,-2.4,-8,-23,2,-3.0,-1,-0.3
Cc1ccc(Cl)cc1NC(=S)NN,-0.3,-0.3,-0.8,-3,-6,-2,-1.7,1,-0.7
COCCN1C(=O)/C(=C/c2ccc(OCc3ccc(C(=O)O)cc3)c(OC)c2)SC1=Nc1ccccc1,-1.3,0.2,6.5,0,-2,30,0.1,0,-0.3
Cc1cc(N2CCOCC2)nc(N2CCOCC2)n1,0.4,0.1,nt,-2,2,-11,-4.4,2,-0.7
O=C(NC(C(=O)N/N=C/c1cccnc1)c1n[nH]c(=O)c2ccccc12)c1ccccc1 (configuration not stated),0.9,-2.4,nt,1,-4,9,-1.0,6,0.1
CCC(C)(C)NC(=O)C(c1cccs1)N(C(=O)c1ccn[nH]1)c1ccccc1 (configuration not stated),-1.0,-3.5,nt,0,-7,6,-0.3,3,0.2
Cc1ccc(C(=O)O)cc1NC(=O)C1CCCN1S(=O)(=O)c1cccc2nsnc12 (configuration not stated),-0.5,4.1,1.2,7,-2,-3,-3.3,2,2.0
O=C(CN1CCCCC1)Nc1cccc2c1OCO2,-0.5,1.1,-0.5,-5,-10,6,-0.2,0,-1.1
CCCCCNc1nc2ccccc2nc1NS(=O)(=O)c1cccs1,0.2,-4.9,1.6,5,-3,31*,1.1,2,2.2

# (further entries)
SMILES,BoNT A protease,Mtb UGM inh,Mtb BioA inh,Anthrax LF prot,BoNT F protease,GDH-TPI inh,FadD28 FP inh,Mtb FBA inh,PfHsp40 rescue
CC(=O)N1CCN(CC(=O)Nc2ccc(C)c(S(=O)(=O)N(C)C)c2)CC1,0.2,nt,nt,0,5,-5,0.5,0,0.6
CC(C)n1c(NCc2nc3ccccc3n2C)nc2ccccc21,0.0,0.6,0.0,-2,6,10,-1.8,3,-1.1
CCCN(CCC)C(=O)C1CCN(c2ccc(S(=O)(=O)N3CCOCC3)cc2[N+](=O)[O-])CC1,-2.0,2.4,-1.3,-5,-2,-7,-3.8,-4,1.9
CCOC(=O)c1sc(NC(=O)Nc2ccc(F)cc2)nc1C,0.0,0.2,nt,1,-1,4,-1.2,2,-0.1
CCOc1ccccc1-c1noc(CCC(=O)Nc2cccnc2)n1,-0.4,-4.4,-0.1,-1,-3,-12,-3.3,-6,-0.7
C[C@H](NC(=O)c1ccccc1)C(=O)OCC(=O)Nc1ccc2c(c1)OCO2,0.2,1.4,1.3,-10,-1,12,-2.0,0,-1.3
CCC1Oc2ccc(C)cc2N(CC(=O)NCCCN2CCN(Cc3ccccc3)CC2)C1=O (configuration not stated),-0.4,-2.0,-1.0,-3,-8,10,-2.4,-2,-1.1
Cc1cccc(N2C(=O)C3C4C=CC(CC4)C3C2=O)c1 (configuration not stated),-2.0,-0.1,0.6,6,-11,-9,1.4,2,1.7
Cc1cc(NCCO)nc(-n2nc(C)cc2C)n1,0.6,1.1,nt,1,3,5,-1.3,5,0.1

# 3 of the compounds above, field by field.
> C[C@H](NC(=O)c1ccccc1)C(=O)OCC(=O)Nc1ccc2c(c1)OCO2
  BoNT A protease = 0.2; Mtb UGM inh = 1.4; Mtb BioA inh = 1.3; Anthrax LF prot = -10; BoNT F protease = -1; GDH-TPI inh = 12; FadD28 FP inh = -2.0; Mtb FBA inh = 0; PfHsp40 rescue = -1.3
> CCC1Oc2ccc(C)cc2N(CC(=O)NCCCN2CCN(Cc3ccccc3)CC2)C1=O (configuration not stated)
  BoNT A protease = -0.4; Mtb UGM inh = -2.0; Mtb BioA inh = -1.0; Anthrax LF prot = -3; BoNT F protease = -8; GDH-TPI inh = 10; FadD28 FP inh = -2.4; Mtb FBA inh = -2; PfHsp40 rescue = -1.1
> CCOc1ccccc1-c1noc(CCC(=O)Nc2cccnc2)n1
  BoNT A protease = -0.4; Mtb UGM inh = -4.4; Mtb BioA inh = -0.1; Anthrax LF prot = -1; BoNT F protease = -3; GDH-TPI inh = -12; FadD28 FP inh = -3.3; Mtb FBA inh = -6; PfHsp40 rescue = -0.7
